p-CIP stab down = p/CIP-EGFP fusion destabilizers, primary screen, fluorescence, F442A cells. decrease of EGFP signal, % at 10 µM. Q05BA5. actives 0.01% (n = 290,000). 16 h;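 active = EGFP signal decrease of at least 30% at 10 µM or well 3 SD below plate mean, unless failing retest; inactive = the rest, including hits failing retest or dose response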; also: some compounds called inactive have numbers as strong as hits; many of its hits are not listed in these tables
IDE cell activ = human IDE activators in live cells, primary screen, fluorescence polarization, HEK cells, FAbeta-B substrate. AID 493087, 2011. FAbeta-B cleavage; 0% vehicle, 100% cell-free pure enzyme wells. actives 0.073% (n = 340,000). activation, % at 5.96 µM;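 active = activation above the mean of all tested compounds plus 3 SD, set per screening campaign, cut at about 17% in these data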
NS3 helicase inh = inhibitors of HCV NS3 helicase, primary screen, biochemical, Cy5 molecular beacon fluorescence; NS3 helicase DNA unwinding; actives 0.56% (n = 290,000); inhibition, % at 10.9 µM;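 active = inhibition above the mean of all tested compounds plus 3 SD, set per campaign, cut at about 35% in these data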;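 also: 0% = DMSO wells and 100% = thioflavine S control wells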
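Material: hepatitis C virus NS3 helicase domain fragment enzyme; measured by: Cy5 fluorescence, 0 and 60 min reads; control set: DMSO and thioflavine S; incubation: 60 min unwinding reaction at 25 °C after ATP addition; read-out basis: % inhibition from 60/0 min fluorescence ratio, DMSO 0%, thioflavine S 100%; repeats: singlicate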
IMP-1 inhibitor = IMP-1 metallo-beta-lactamase inhibitors, primary screen, biochemical, epi-absorbance readout, Pseudomonas aeruginosa enzyme | AID 1556, 2009 | actives 0.45% (n = 290,000) | inhibition, % at 5.6 µM | purified IMP-1, nitrocefin hydrolysis, epi-absorbance fluorescence;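 active = inhibition above the mean plus 3 SD of all compounds in the same screening run, cut at about 4.5% in these data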;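 also: 0% = IMP-1 with DMSO and 100% = DMSO wells lacking enzyme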
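System: Purified recombinant IMP-1 metallo-beta-lactamase enzyme | Measured by: Fluorescence quenching readout, ex 480/em 530 nm | Replication: Singlicate | Incubation: 15 min preincubation plus 25 min reaction at 25 °C | Evaluation: Percent inhibition from optical density relative to buffer-blank wells | Benchmarks: DMSO with and without IMP-1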
CRFBP-R2 block = antagonists of CRF-BP/CRF-R2 complex, primary screen, cell-based, HEK293, calcium dye fluorescence, uHTS. CRF-induced calcium fluorescence. actives 0.59% (n = 350,000). inhibition, % at 11.8 µM. AID 588475, 2011;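 active = inhibition of the ligand-induced calcium signal above about 50% at the single tested concentration, limit read from the data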
SUMO HTRF inh = inhibitors of in vitro SUMOylation cascade, primary screen, biochemical, HTRF, uHTS; HTRF SUMOylation assay, SAE1/SAE2 + UBC9; actives 0.36% (n = 290,000); inhibition, % at 35 µM; SUMO-conjugating enzyme UBC9 (Homo sapiens), P63279; in the data active = inhibition above about 50%, passing the limit was not always enough; also: strong numbers were not always called active
IDE inh = human IDE inhibitors in live cells, primary screen, fluorescence polarization, HEK cells, FAbetaB substrate. FAbetaB cleavage. inhibition, % at 5.59 µM. actives 0.41% (n = 320,000). AID 434962, 2010;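 active = percent inhibition above the average of all tested compounds plus 3 SD, set per screening campaign, cut at about 16% in these data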;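 also: IDE supplied by intact live HEK cells; FP after avidin binding of uncleaved biotin substrate so inhibition keeps polarization high; 0% = DMSO wells and 100% = 60 µM reference IDE inhibitor Ii1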
GalR3 antagonist = GalR3 antagonists in HEK293 cells, primary screen, cell-based, fluorescence readout; Galanin receptor type 3 (Homo sapiens), O60755; HEK293 GalR3-CNG cAMP membrane potential fluorescence; galR3 body fused to GalR1 C-terminus; inhibition, % at 3 µM; actives 0.44% (n = 360,000); AID 651719, 2012;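 active = inhibition above the screen-wide average plus 3 SD, cut at about 13% in these data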;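 also: forskolin and galanin both at EC90 stimulate the cells; cAMP rise reported by CNG channel membrane potential dye signal; 0% = forskolin plus galanin with DMSO and 100% = forskolin alone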
VIM-2 inhibitor = VIM-2 metallo-beta-lactamase inhibitors, primary screen, biochemical, epi-absorbance readout, Pseudomonas aeruginosa enzyme | purified VIM-2, nitrocefin hydrolysis, epi-absorbance fluorescence | inhibition, % at 5.6 µM | actives 0.89% (n = 290,000);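 active = inhibition above the mean of all tested compounds plus 3 SD, cutoff set per screening run, cut at about 7.5% in these data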;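 also: red hydrolysis product quenches plate fluorescence so inhibitors raise well fluorescence; 0% = enzyme with DMSO and 100% = DMSO without enzyme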
Numbers without * were called inactive; . = no result given; & = joins results of further samples.

SMILES	p-CIP stab down	IDE cell activ	NS3 helicase inh	IMP-1 inhibitor	CRFBP-R2 block	SUMO HTRF inh	IDE inh	GalR3 antagonist	VIM-2 inhibitor
O=C(NNC1=Nc2cccc3cccc1c23)c1ccccc1Br	-4	-9	9	1.4	-10	21	16*	-11	-3.6
CCOc1ccc(C(=O)NCC(c2cccs2)N(C)C)cc1 (centres undefined)	-22	-2	-1	-3.3	-8	6	-2	-1	-2.2
Cc1cn(-c2cc(C(=O)Nc3ccc(C)c(NC(=O)N4CCNC4=O)c3)cc(C(F)(F)F)c2)cn1	-1	5	.	.	9&1	15	0	-1&-3	.
CCOC(=O)c1sc(NC(=O)CSC(=S)N2CCOCC2)nc1C	1	5	4	-0.4	-6	2	-1	1	1.2
Cc1cc(-c2ccccc2)c2c3c(cn2n1)c(=O)n(C)c(=O)n3C	0	-5	-3	-1.4	11	7	-2	-6	1.4
O=C(NCCCN1CCCC1)c1ccc(CS(=O)(=O)c2c(Cl)cccc2Cl)o1	-2	4	-5	-3.0	-2	14	-1	-7	-1.7
Cc1ccccc1OCC(O)CN (centres undefined)	-8	2	-8	-0.7	17	3	-1	-4	-1.2
CCCS(=O)(=O)N1CCN(C2Cc3ccccc3C2)CC1	0	-2	-6	0.5	4	-13	-2	-6	1.2
Cc1ccc(/C=N\NC(=O)c2cncc(Br)c2)o1	2	-1	3	-2.1	8	-9	1	-5	-4.7
CCCOC(=O)Cn1c(=O)c2cc3c(=O)n(CC(=O)OCCC)c(=O)c3cc2c1=O	-7	5	4	-1.5	-3	28	.	-4	-3.6
CN(CCOc1ccccc1)CCOc1ccccc1	-10	4	8	0.2	-13	15	4	-8	-1.3
CCOC(=O)C1CCCN(C(=O)c2cn(C)c3ccc(S(=O)(=O)N4CCCC4)cc3c2=O)C1 (centres undefined)	-3	5	-8	-3.4	6	1	-2	-3	-0.9
S=c1nc[nH]c2c1sc1nc(N3CCOCC3)c3c(c12)CCCC3	-11	-3	15	-1.0	-6	33	2	1	-1.3
S=C(NCc1ccccc1)Nc1cccc2cnccc12	-13	-5	0	-3.5	-16	-5	-2	-8	-1.2
O=[N+]([O-])c1cc(/C=N/Nc2nc(N3CCOCC3)nc(N3CCOCC3)n2)ccc1Cl	-13	5	3	-5.2	10	13	1	-3	-4.1
Cc1ccc(S(=O)(=O)N2CCCCC2)cc1NC(=O)c1ccc2c(=O)n3c(nc2c1)CCCCC3	-10	.	-1	-3.9	.	6	0	-5	-3.1
Cc1ccc(-n2c(N)cc(=O)nc2SCC(=O)NC2CCCCC2)cc1C	5	3	2	-0.9	0	1	2	3	-0.5
CCOc1cc(C(=O)CCC(=O)OCC(=O)NC(=O)NCC(C)C)ccc1O	-12	8	-5	-1.3	0	9	7	5	0.2
CC(=O)N1CCC2(CC1)NC(=O)N(c1ccccc1)N2	12	3	-6	-2.9	-9	20	-4	-1	2.5
CCOC(=O)C1=C(COC(=O)Cc2ccc(OC)c(OC)c2)NC(=O)NC1C (centres undefined)	.	0	.	.	6	.	0	2	.

A few values from the list:
Cc1ccc(/C=N\NC(=O)c2cncc(Br)c2)o1 in CRFBP-R2 block shows 8
Cc1cn(-c2cc(C(=O)Nc3ccc(C)c(NC(=O)N4CCNC4=O)c3)cc(C(F)(F)F)c2)cn1 in IDE cell activ shows 5

Next results follow:
SMILES	p-CIP stab down	IDE cell activ	NS3 helicase inh	IMP-1 inhibitor	CRFBP-R2 block	SUMO HTRF inh	IDE inh	GalR3 antagonist	VIM-2 inhibitor
C(=N/N1CCN(c2ccccc2)CC1)/c1cccs1	2	3	3	-2.9	-8	-2	0	-7	-2.4
CC(=O)NC(C)c1nc2ccccc2n1CC(=O)NC(C)CCc1ccccc1 (centres undefined)	-1	-2	-8	-1.0	4	-4	3	-1	0.3
CCn1c(C)nc2cc(C(=O)NNC(=O)[C@@H](NC(=O)c3cc(OC)cc(OC)c3)C(C)C)ccc21	.	-5	.	.	10	.	1	-2	.
Cc1cccc(-n2c3nc(=O)[nH]c(=O)c-3cc3c(C)nn(-c4ccccc4)c32)c1C	-7	0	3	0.8	11	16	5	3	0.9
c1ccc(Nc2nc(-c3ccncc3)cs2)cc1	-1	7	-1	0.1	10	17	-5	-3	-0.6
COc1ccc2nc(NC(=O)CSCC(=O)Nc3cc(C)on3)sc2c1	.	8	.	.	-10	.	0	-3	.
O=S(=O)(N=S(N1CCCCC1)N1CCCCC1)c1ccccc1	4	4	-20	-3.8	23	6	-3	-2	-1.0
CC(=O)C(C(C)=O)C(c1ccccc1)c1nc2ccccc2[nH]c1=O (centres undefined)	-8	-4	0	-0.7	-7	9	.	-11	-1.1
COc1cccc(/C=N/Nc2c(Cl)cncc2Cl)c1O	-3	2	-10	-1.8	1	14	-1	-5	-0.7
CN(C)c1nc(SCc2ccc(Cl)cc2)nc2c1CCCC2	1	1	-1	-2.5	9	-10	3	-7	-3.2

IDE inh, entries above that show a hit
SMILES	p-CIP stab down	IDE cell activ	NS3 helicase inh	IMP-1 inhibitor	CRFBP-R2 block	SUMO HTRF inh	IDE inh	GalR3 antagonist	VIM-2 inhibitor
O=C(NNC1=Nc2cccc3cccc1c23)c1ccccc1Br	-4	-9	9	1.4	-10	21	16*	-11	-3.6

The results go on:
SMILES	p-CIP stab down	IDE cell activ	NS3 helicase inh	IMP-1 inhibitor	CRFBP-R2 block	SUMO HTRF inh	IDE inh	GalR3 antagonist	VIM-2 inhibitor
CC(=O)c1ccc(N2CCN(C(=O)c3ccc4ccccc4n3)CC2)cc1	9	5	-7	-3.6	15	12	1	-4	0.1
Cc1ccc(NC(=O)CCc2nc3ccccc3c(=O)[nH]2)cc1S(=O)(=O)N1CCOCC1	.	1	.	.	-1	.	5	-2	.
Fc1cccc(NC(=S)NCC(c2cccnc2)N2CCOCC2)c1 (centres undefined)	2	-4	3	-5.1	3	14	4	1	-2.3
CCN1CC(CNCc2cn(-c3ccc(OC)cc3)nc2-c2ccccc2Cl)CC1=O (centres undefined)	-15	5	-4	-1.6	2	21	2	-1	-1.4
CCc1ccc(N(CC)c2ncnc3nc[nH]c23)cc1	-5	-5	3	-4.1	-14	14	0	1	-3.9
CC1=C(C(=O)OCc2ccccc2)C(c2ccc3c(c2)OCO3)NC(=O)N1CCCC(=O)O (centres undefined)	.	4	.	.	-6	.	-3	-2	.
CN1/C(=C\C(=O)c2cccc(S(=O)(=O)N3CCCCC3)c2)C(C)(C)c2ccccc21	-1	3	-2	-1.2	3	7	3	-7	-2.2
O=C(COc1ccc2c(-c3ccccc3)cc(=O)oc2c1)NCC(O)c1ccccc1 (centres undefined)	10	7	-4	-1.2	-4	4	4	-7	-0.5
Cc1nc2ccccc2c(-c2ccccc2)c1C(=O)c1ccccc1	-14	4	-3	-3.5	28	10	5	-7	-6.2
O=C(NCc1cccs1)C1CC(=O)N(Cc2ccccc2)C1 (centres undefined)	.	3	.	.	8	.	2	3	.
COc1ccc(C2=NN(C(=O)COC(=O)c3ccc(S(C)(=O)=O)c([N+](=O)[O-])c3)C(c3ccco3)C2)cc1 (centres undefined)	.	5	.	.	6	.	1	-2	.
Cc1ccc(OCc2nnc(SCC(=O)Nc3sc(C)c(C)c3C#N)n2C)cc1	0	8	1	-3.4	1	8	-1	-4	1.1
CNS(=O)(=O)c1cccc(C(=O)OC2CCOC2=O)c1 (centres undefined)	-3	0	15	-3.0	-16	-3	5	-7	-3.7
CN(C)CCC(O)c1ccccc1 (centres undefined)	-16	1	-2	-2.1	1	11	4	-5	-1.6
O=C(Nc1cccc(S(=O)(=O)N2CCCC2)c1)c1cccnc1	-2	-7	-6	-1.6	9	0	1	3	-0.7
O=C(c1ccco1)N1CCN(C(=O)c2ccc(Cn3cc(Br)cn3)o2)CC1	-6	-5	1	-3.2	29	15	3	-1	-1.4
N=c1c2c(n(Cc3ccc(Br)cc3)c3c1CCC3)CCCC2	-33	-2	-29	-4.0	39	5	4	0	-1.6
O=S(=O)(Nc1ccc(Cl)cc1)c1ccc(N2CCOCC2)c(NC(=S)NCCN2CCOCC2)c1	-9	-5	-12	-2.8	-7	-2	1	1	-1.4
CC1(C)CC(=O)C/C(=N\NC(=O)C2CC23CCC3)C1 (centres undefined)	-7	-1	-2	-1.3	4	-4	-3	-5	-2.6
Cc1ccc2c(CN3CCC(C(N)=O)CC3)cc(=O)oc2c1C	0	0	-4	-0.6	-4	7	-2	-10	2.5
Cc1cc(C)nc(NC(=S)Nc2ccc(F)cc2F)c1	-2	4	6	-2.1	-2	17	4	-6	-1.5
O=C(Nc1ccc(Cl)cc1)C1CC=CCC1C(=O)OCC(F)(F)C(F)F (centres undefined)	-19	-5	-4	-2.7	3	4	-2	-3	-3.8
O=C(NCc1ccc2c(c1)OCO2)C12CN(Cc3ccccc3)CC1C(c1cccc([N+](=O)[O-])c1)=NO2 (centres undefined)	-7	1	-6	-1.4	-3	-3	-1	-4	-3.1
COc1cc(/C=N/n2cnnc2)ccc1Oc1nc(Cl)ncc1F	0	1	5	-2.9	-3	8	5	-6	1.6
NCCCCCc1nnc(SCC(N)=O)o1	-11	6	9	-1.8	-7	17	11	-3	-2.6
Cn1c(SCC(=O)N2CCCc3ccccc32)nc2ccccc2c1=O	-10	-4	-1	-3.8	14	11	-1	-5	0.1

Among those listed so far, these have a Cl atom:
SMILES	p-CIP stab down	IDE cell activ	NS3 helicase inh	IMP-1 inhibitor	CRFBP-R2 block	SUMO HTRF inh	IDE inh	GalR3 antagonist	VIM-2 inhibitor
O=C(NCCCN1CCCC1)c1ccc(CS(=O)(=O)c2c(Cl)cccc2Cl)o1	-2	4	-5	-3.0	-2	14	-1	-7	-1.7
O=[N+]([O-])c1cc(/C=N/Nc2nc(N3CCOCC3)nc(N3CCOCC3)n2)ccc1Cl	-13	5	3	-5.2	10	13	1	-3	-4.1
COc1cccc(/C=N/Nc2c(Cl)cncc2Cl)c1O	-3	2	-10	-1.8	1	14	-1	-5	-0.7
CN(C)c1nc(SCc2ccc(Cl)cc2)nc2c1CCCC2	1	1	-1	-2.5	9	-10	3	-7	-3.2
CCN1CC(CNCc2cn(-c3ccc(OC)cc3)nc2-c2ccccc2Cl)CC1=O (centres undefined)	-15	5	-4	-1.6	2	21	2	-1	-1.4
O=S(=O)(Nc1ccc(Cl)cc1)c1ccc(N2CCOCC2)c(NC(=S)NCCN2CCOCC2)c1	-9	-5	-12	-2.8	-7	-2	1	1	-1.4
O=C(Nc1ccc(Cl)cc1)C1CC=CCC1C(=O)OCC(F)(F)C(F)F (centres undefined)	-19	-5	-4	-2.7	3	4	-2	-3	-3.8
COc1cc(/C=N/n2cnnc2)ccc1Oc1nc(Cl)ncc1F	0	1	5	-2.9	-3	8	5	-6	1.6
